# bCat nuc transl: beta-catenin nuclear translocation modulation; HeLa beta-catenin nuclear translocation, immunofluorescence imaging; hit rate 0.3% among 190,000; nuclear translocation activity, % at 5 µM;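 active means nuclear translocation activity above 50% at 5 µM, with a well cell count of 50 or more; inconclusive means wells under 50 cells across six images, flagged as toxic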;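 further: per-cell ratio of nuclear to cytoplasmic median beta-catenin stain intensity; plate controls were DMSO negative control for no effect and GSK-3 inhibitor IX positive control for full effect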
#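 test system = HeLa cells, endogenous beta-catenin | dosing = single 5 µM dose plus 0.02–20 µM confirmation series | times = compound treatment 24 h, 37°C, 5% CO2 | technique = beta-catenin immunofluorescence imaging with DAPI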
# Yfh1-depleted yeast: enhancers of respiration in Yfh1-depleted yeast, dose response, Friedreich's ataxia, plus single-dose screen (AID 1465); fold induction at 50 µM, or EC50 in µM where a hit was titrated; hit rate 0.074% among 220,000; S. cerevisiae Yfh1-off respiration, WST-1 reduction, 72 h; higher fold induction means a stronger effect;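 active means fold induction of absorbance versus untreated yeast above a set limit, then at least 30% activation at any dose in follow-up; inconclusive means repeats straddling the limit, or above it without dose testing; inactive means fold induction below the set limit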;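 further: activators that raise dye reduction in frataxin-depleted yeast; strong numbers were not always called active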
# Ins promoter up: MIN6 insulin promoter up-regulation; MIN6 insulin promoter-GFP reporter, high-content imaging; stronger effect = higher value; z-score at 5 µM; hit rate 0.3% among 190,000; AID 1625;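 active means z-score above 3 at 5 µM with at least 500 cells counted in the well; inconclusive means wells under 500 cells, flagged as cytotoxic or low count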
# WT yeast gro inh: growth inhibition of WT yeast, mitochondrial fusion screen. mitochondrial fusion phenotypic screen, WT strain. inhibition, % at 10 µM. hit rate 2.1% among 190,000. AID 1362; in the data active means inhibition above about 58%; tested in S. cerevisiae
# AID2073: disruptors of CaV2.2 binding to Mint1 – biochemical, HTRF (AID 2073). HTRF protein-protein interaction, Mint1-CaV2.2; higher % means a stronger effect. one-dose inhibition, % at 20 µM; IC50 in µM for titrated hits. hit rate 0.19% among 290,000; in the data active means inhibition mostly above about 51%, no sharp cut-off; inconclusive means no clear call, values can overlap the other calls; inactive means mostly below about 53%; further: some results filed as inactive read as strong as hits
# HIV fusion peptide: cell-free HIV fusion peptide-binding blockers – biochemical, uHTS, fluorescence dequenching, primary screen (AID 1986); cell-free peptide binding, fluorescence dequenching, 30 min; higher % means a stronger effect; inhibition, % at 20 µM; hits with a dose series show IC50 in µM; hit rate 0.3% among 290,000; in the data active means inhibition mostly above about 52%, no sharp cut-off; inactive means mostly below about 76%; further: some results filed as inactive read as strong as hits
# MT stabilizer: microtubule stabilization, imaging screen | % tubulin-high responders, % at 10 µM | HeLa tubulin immunostaining HCS, 24 h; share of cells brighter than vehicle mean+2SD | hit rate 0.83% among 200,000;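 active means plate Z-score above 3 for both tubulin-high and condensed-nucleus cell shares, with cell loss under 80%, at 10 µM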;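 further: anti alpha tubulin signal scored within the nucleus-defined area of each cell; some results filed as inactive read as strong as hits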
# Dynein transport: dynein cargo transport inhibition. 3617.4 mouse cells, GR-EGFP nuclear translocation imaging; test concentration mostly 20 µM; stimulated with dexamethasone, 1 µM; stronger effect = lower value. z-score, hits read low. hit rate 0.47% among 220,000;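 active means plate z-score of nuclear minus cytoplasmic receptor signal below a set negative limit, without overly bright fluorescence or cell loss, cut at about -3.5 in these data, passing the limit was not always enough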;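 further: z-score of nuclear minus cytoplasmic ring GR-EGFP intensity difference per well; some compounds called inactive have numbers as strong as hits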
#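 Also added: dexamethasone, 1.0 µM final. Medium: tet-free, stripped-serum medium. Detection: fixed, Hoechst-stained cells imaged at 10x for EGFP. Read-out: nuclear-to-cytoplasmic GR-EGFP distribution per well. Times: induction 48 h, compound 1 h, agonist 30 min.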
# Autophagy mod: autophagy modulation, high-content screen; MEF GFP-LC3 puncta imaging; test concentration mostly 10 µM; calls only at 10 µM (by protocol); hit rate 0.98% among 190,000;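 active means percentage of spot-positive cells more than 3 SD above its plate mean, without a fluorescence outlier flag or 80% toxicity; inconclusive means no clear call, values can overlap the other calls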;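 further: spot-positive cell cutoff set from DMSO-treated cells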
# WT yeast gro inh mutant strain: second read-out of WT yeast gro inh, no call of its own (marks repeat the call); inhibition, %; mitochondrial fusion phenotypic screen, mutant strain inhibition
# Dynein transport cytoplasmic EGFP: second read-out of Dynein transport, no call of its own (marks repeat the call); z-score; measured here: cytoplasmic GR-EGFP intensity; stronger effect = higher value
# Dynein transport nuclear GR-EGFP: further read-out of Dynein transport, marked with its call; z-score; measured here: nuclear GR-EGFP intensity;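 lower value marks the stronger effect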
# Dynein transport cell count: also measured in Dynein transport; calls as there; z-score; measured here: cell count per field
# Ins promoter up cell count: further read-out of Ins promoter up, marked with its call; cell count; measured here: cytotoxicity, nuclei count;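 total cells summed across four imaged fields per well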
# bCat nuc transl cell count 5 µM: recorded beside bCat nuc transl, whose call it bears; cell count; measured here: cell count, cytotoxicity flag
# MT stabilizer Hoechst-high %: further read-out of MT stabilizer, marked with its call; % Hoechst-high responders; measured here: nuclear condensation Hoechst responders;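 share of cells brighter than vehicle mean plus two SD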
# MT stabilizer cytotoxicity %: further read-out of MT stabilizer, marked with its call; toxicity, %; measured here: cytotoxicity by cell density;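 0% = mean cell density of plate MIN control wells and 100% = no cells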
# Autophagy mod cell loss 18 h: also measured in Autophagy mod; calls as there; toxicity, %; measured here: cell loss, nuclei count;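 cell loss after 18 h compound exposure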
# The depositor's hits bear a star; i = inactive; ? = inconclusive; . = no result given.
SMILES,bCat nuc transl,bCat nuc transl cell count 5 µM,Yfh1-depleted yeast,Ins promoter up,Ins promoter up cell count,WT yeast gro inh,WT yeast gro inh mutant strain,AID2073,HIV fusion peptide,MT stabilizer,MT stabilizer Hoechst-high %,MT stabilizer cytotoxicity %,Dynein transport,Dynein transport cytoplasmic EGFP,Dynein transport nuclear GR-EGFP,Dynein transport cell count,Autophagy mod,Autophagy mod cell loss 18 h
CC(C)C(=O)NC(c1ccco1)c1ccc2cccnc2c1O (stereo not drawn),-6.4,977,?,-0.23,1110,-10.3,4.7,0.0%,0.1%,2.5,1.3,2.4,-0.482,-0.0901,-0.224,0.368,i,26.1
COc1ccccc1C1/C(=C(/O)c2ccccc2)C(=O)C(=O)N1CCO (stereo not drawn),-0.9,1328,i,-0.1,1558,2.5,19.4,0.1%,1.8%,4.8,3.5,7.0,-0.183,-0.177,0.377,-0.289,i,-6.1
O=C(NN=C1CCCCCC1)C(=O)Nc1cccc(Br)c1,0.2,1141,i,-0.19,1309,11.8,21.8,9.0%,-1.4%,1.5,1.9,3.0,0.116,-0.235,-0.0917,0.284,i,6.3
Cc1cc(C)n2nc(SCN3C(=O)c4ccccc4C3=O)nc2n1,-0.4,1335,i,0.35,1512,-0.2,5.3,15.0%,-1.9%,2.8,1.8,0.9,-0.545,-0.414,-0.231,0.0201,i,-5.1
Oc1ccccc1-c1nnc(-c2ccc(C(F)(F)F)cc2)o1,0.2,1313,i,-0.49,1531,3.5,10.8,25.9%,1.8%,1.9,1.7,4.5,-0.342,0.00609,-0.143,0.43,i,-19.9
CCC(C)(C)NC(=O)CN(C(=O)CCC(=O)Nc1ccccn1)c1ccc(F)c(Cl)c1,-1.7,1238,i,0.14,983,11.9,10.1,-3.5%,-1.0%,2.4,1.3,7.1,0.129,-0.269,0.248,0.00898,i,2.1
CCN(CC)S(=O)(=O)c1ccc(S(=O)(=O)N(CC(=O)Nc2ccccc2)Cc2ccco2)cc1,-0.2,541,i,.,.,-1.8,2.2,4.0%,7.9%,2.6,1.5,2.6,-1.44,-0.212,-0.935,1.28,i,-2.7
Cc1ccc(-c2c[n+](CC(=O)Nc3ccc(C)cc3C)c3n2CCC3)cc1,0.4,1355,i,-0.1,1125,.,.,10.8%,1.1%,.,.,.,0.422,-0.0583,0.19,0.147,.,.
C=CCn1c(-c2csc3c2CCC(C)C3)n[nH]c1=S (stereo not drawn),-2.1,1042,i,0.26,1391,13.5,1.1,-9.7%,0.4%,1.9,1.3,0.8,-0.0493,-0.256,0.108,0.647,i,5.2
Cc1cccc(C)c1OCC(=O)Nc1cccc(NC(=O)c2ccco2)c1,1.5,999,i,.,.,14.6,5.6,10.9%,-0.8%,1.7,1.0,4.6,-0.108,-0.246,-0.211,0.724,i,29.0
C#CCOCCOCCOCCNc1nc(N2CCN(C(=O)C([C@@H](C)CC)n3cc(C(N)CO)nn3)CC2)nc(N2CCN(C(=O)[C@H](CCC(=O)O)n3cc(C(N)[C@H](C)CC)nn3)CC2)n1 (stereo partly drawn),1.1,1107,i,.,.,.,.,-2.7%,-1.4%,.,.,.,2.93,-0.733,1.32,-1.35,.,.
COc1ccc2c(c1)CC(=O)NC=C2,-1.8,974,i,-0.36,1463,2.3,6.0,1.1%,0.2%,2.2,2.4,8.6,0.217,-0.221,0.222,-0.17,i,-45.5
O=C(c1ccc(Cl)s1)N1CCc2ccccc21,1.6,985,i,-0.27,1304,2.6,7.8,-2.3%,-1.8%,2.5,1.2,6.6,-1.09,-0.189,-0.496,0.9,i,-9.1
O=C(Nc1nccs1)C1CCN(S(=O)(=O)c2ccc(Cl)c(C(F)(F)F)c2)CC1,.,.,i,.,.,3.8,-4.7,1.9%,-2.5%,2.9,2.6,9.4,0.179,-0.263,0.0716,0.617,i,-1.1
CCOc1ccc(C(=S)N2CCOCC2)cc1OC,-5.9,363,i,0.35,1273,-6.8,4.7,-16.6%,-1.8%,3.9,2.5,3.6,-0.709,-0.212,-0.827,0.436,i,0.6
COc1ccc(NC(=O)c2cn(CCC#N)nc2-c2cccs2)cc1,1.6,1060,i,-0.26,1470,-8.8,15.0,-1.9%,-1.1%,2.0,1.8,3.8,0.0589,-0.242,0.176,0.359,i,3.0
O=C1CC(c2ccccc2Cl)Cc2c1cnn2-c1nc2ccccc2s1 (stereo not drawn),1.5,1100,i,1.32,1407,27.3,30.4,7.8%,-1.3%,4.4,2.4,1.7,-0.142,-0.254,0.175,0.683,i,6.7
CCCN=C1NC(=O)C(CC(=O)NCCc2ccc(OC)c(OC)c2)S1 (stereo not drawn),4.2,540,i,0.65,1251,-6.7,-6.3,0.1%,4.1%,3.2,2.4,11.3,-0.656,-0.208,-0.349,-0.0409,i,11.7
CCCCCCCC(=O)NN=C1CCN(Cc2ccccc2)CC1,-1.9,512,i,0.61,1323,3.5,9.7,-1.3%,11.6%,4.4,2.1,9.5,-0.373,-0.236,-0.0272,-0.361,i,5.8
O=C(NCC(c1cccnc1)N1CCOCC1)Nc1ccccc1 (stereo not drawn),.,.,i,.,.,-4.9,5.0,0.8%,-0.8%,3.6,2.0,7.3,-0.0524,-0.344,0.0937,0.289,i,-16.5
Cc1ccc(C)n1-c1ccc(-c2ccn[nH]2)cc1,-2.1,1080,i,0.52,1303,7.0,-0.2,-7.8%,0.0%,6.2,1.0,11.5,-0.124,-0.332,-0.38,1.16,i,9.6
CCC(C)c1ccc(OCCn2ccnc2)cc1 (stereo not drawn),-1.4,1047,i,-0.46,979,70.8*,65.9*,2.7%,1.6%,1.8,1.3,3.8,1.04,0.792,0.173,-0.612,i,0.8
CC(=O)Nc1ccc(C(=O)OCc2ccc(F)cc2Cl)cc1,1.2,1047,i,0.07,1293,70.0,75.5,1.9%,-0.3%,5.0,2.1,10.8,-0.569,-0.176,-0.583,0.465,i,6.8
CSc1nc2ccc(NC(=O)C3=NNC(=O)CC3)cc2s1,-1.2,1113,i,-0.54,1255,-16.8,10.7,18.9%,-0.1%,2.5,2.2,6.6,-0.0877,-0.282,0.23,0.406,i,5.7
COc1ccc(/C=C/C(=O)N2CCCc3ccccc32)cc1,.,.,i,0.62,1191,-4.3,10.0,21.1%,-3.1%,5.5,2.9,5.4,-0.662,-0.00281,-0.608,0.819,i,-0.3
CCC(C)(C)c1nnc(NC(=O)c2cccc([N+](=O)[O-])c2)s1,-3.4,569,i,0.12,1401,21.8,28.1,-1.2%,2.8%,1.2,1.6,3.2,0.545,-0.308,-0.177,0.495,i,-9.8
O=C(/C=C/c1ccco1)Nc1ccc(Oc2ccc(Cl)cc2)cc1,-2.1,1406,i,-1.1,657,20.9,10.6,-22.2%,31.6%,1.6,1.9,10.0,-0.538,-0.134,-0.307,-0.326,i,-7.2
O=C(Cn1cnc2c(nnn2-c2cccc(Cl)c2)c1=O)NCc1ccccc1,-4.9,1158,.,-0.16,1335,-7.2,1.7,27.9%,3.0%,5.1,1.7,12.3,-0.000684,0.622,0.454,0.0401,i,-18.4
O=C(O)c1cccc(N2C(=O)c3cccnc3C2=O)c1,-1.0,1054,i,-1.33,1901,17.5,-9.0,8.1%,-0.2%,2.4,0.9,5.4,-0.607,-0.348,-0.124,0.45,i,2.5
CN(C)c1ccc(/C=N/NC(=O)c2nonc2N)cc1[N+](=O)[O-],-1.0,999,i,-0.33,1471,4.8,-2.9,-7.7%,-3.5%,4.6,1.4,10.1,-1.56,-0.267,-0.596,0.537,i,-5.7
Cc1cccc(C)c1OCC(=O)Nc1oc(-c2ccccc2)c(-c2ccccc2)c1C#N,.,.,i,.,.,.,.,.,.,2.8,2.3,5.4,0.356,-0.258,0.173,0.528,i,-8.5
O=C(CSC1=NCCS1)Nc1ccc2ccccc2c1,-1.8,986,i,0.14,1424,-3.4,3.5,12.1%,2.6%,3.8,1.9,6.6,-1.14,-0.157,-0.666,0.167,i,-25.2
CCC(=O)N1CCc2cc(S(=O)(=O)NC(C(=O)Nc3cccc(C)n3)C(C)C)ccc21 (stereo not drawn),-1.5,891,i,-1.45,1224,-7.8,-1.5,-0.4%,-1.3%,3.8,3.3,14.9,-0.403,-0.294,-0.165,-0.271,i,12.9
COc1cccc2cc(S(=O)(=O)c3ccc(C)cc3)/c(=N/NS(=O)(=O)c3ccc(C)cc3)oc12,0.0,1072,i,-0.58,1125,-19.1,0.5,19.6%,-1.6%,3.8,2.1,4.7,0.304,0.263,0.139,0.0456,i,3.7
Cc1ccc(OCC(=O)NN2C(=O)c3ccccc3C2=O)c(C)c1,-2.8,1127,i,-0.08,1842,1.3,13.7,0.3%,-1.4%,1.0,2.5,8.6,-0.18,-0.232,-0.624,0.417,i,3.1
O=S(=O)(c1ccc(F)cc1)N1CCN(c2ccccc2)CC1,-1.4,986,i,.,.,9.1,2.3,-0.1%,10.4%,1.5,1.8,3.9,-0.861,-0.18,-0.435,0.192,i,2.8
C/C(=C\C(=S)Nc1ccccc1)Nc1ccc2ccccc2c1,2.2,944,i,-0.03,1098,61.6*,16.5*,-11.7%,9.3%,1.9,2.5,13.1,-0.329,-0.177,0.00952,0.746,i,9.7

# Assay outcomes deposited in PubChem by several laboratories.
